Bioassay records deposited in PubChem BioAssay by Sanford-Burnham Center for Chemical Genomics.
Mac1 fbg enh = enhancers of human CD11b/CD18 binding to fibrinogen. P05107+P11215. K562 CD11b/CD18 adhesion to fibrinogen, ATPlite luminescence. activation, % at 10 µM. 93,000 tested, 0.07% active. AID 1499;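 active = 10 µM primary screen giving 50% or more activity, confirmed by 40% or more on retest at that dose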; note: strong numbers were not always called active; reference of the scale not given here
Target sequence (P05107 whole entry, looked up, other chains not shown): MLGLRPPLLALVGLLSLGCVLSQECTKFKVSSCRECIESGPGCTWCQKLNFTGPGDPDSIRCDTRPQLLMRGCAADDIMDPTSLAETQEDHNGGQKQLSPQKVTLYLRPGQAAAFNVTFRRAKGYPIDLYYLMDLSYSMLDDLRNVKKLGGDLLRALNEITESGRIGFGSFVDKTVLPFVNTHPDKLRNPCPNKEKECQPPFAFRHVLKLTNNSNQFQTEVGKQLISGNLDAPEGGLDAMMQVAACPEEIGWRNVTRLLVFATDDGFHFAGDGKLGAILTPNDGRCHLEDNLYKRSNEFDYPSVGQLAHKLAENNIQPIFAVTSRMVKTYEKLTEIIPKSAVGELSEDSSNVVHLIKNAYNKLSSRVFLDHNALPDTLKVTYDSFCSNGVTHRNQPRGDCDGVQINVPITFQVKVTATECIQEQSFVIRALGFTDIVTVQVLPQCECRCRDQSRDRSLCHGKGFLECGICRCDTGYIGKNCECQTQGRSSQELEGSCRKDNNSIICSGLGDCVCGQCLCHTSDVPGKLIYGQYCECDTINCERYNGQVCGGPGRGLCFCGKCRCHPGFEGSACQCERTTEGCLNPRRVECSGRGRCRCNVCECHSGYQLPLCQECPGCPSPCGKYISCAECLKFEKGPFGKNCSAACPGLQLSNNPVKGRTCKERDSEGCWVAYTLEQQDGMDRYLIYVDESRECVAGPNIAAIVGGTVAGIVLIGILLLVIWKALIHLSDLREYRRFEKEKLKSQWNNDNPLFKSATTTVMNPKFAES
The depositor's hits bear a star.

Mac1 fbg enh | Molecule
0 | FC(F)(F)c1cccc(NC(=S)NNC(=S)NCc2ccccc2)c1
-6 | COc1ccc(-c2cn[nH]c2-c2ccc(OCc3ccc([N+](=O)[O-])cc3)cc2O)cc1
-2 | CCC(=O)Nc1ccccc1C(=O)OCC(=O)c1ccc2ccccc2c1
0 | COCC(C)NS(=O)(=O)c1ccc(C)cc1 (configuration not stated)
11 | COc1ccccc1NC(=S)N1CCC(c2nc3ccccc3o2)CC1
6 | CC(C)OC(=O)/C(=C\c1cccc2ccccc12)NC(=O)c1ccccc1
1 | Cc1ccc(NC(=O)C2CC(=O)n3c(nc4ccccc43)N2)cc1 (configuration not stated)
3 | COc1ccc(C(=O)NC(=S)NNC(=O)c2cnccn2)cc1OC

The last 4 entries of the section above lead into the next.
Mac1 fbg enh | Molecule
11 | COc1ccccc1NC(=S)N1CCC(c2nc3ccccc3o2)CC1
6 | CC(C)OC(=O)/C(=C\c1cccc2ccccc12)NC(=O)c1ccccc1
1 | Cc1ccc(NC(=O)C2CC(=O)n3c(nc4ccccc43)N2)cc1 (configuration not stated)
3 | COc1ccc(C(=O)NC(=S)NNC(=O)c2cnccn2)cc1OC
-2 | CN(C)c1ccc(CNC(=O)c2ccc(CNc3c(N4CCCCC4)c(=O)c3=O)cc2)cc1
17 | COc1ccccc1Oc1ccc2c(c1)C(=O)N(c1ccc(Br)c3cccnc13)C2=O
-1 | CN(C)S(=O)(=O)c1ccc(C(=O)OCC(=O)Nc2ccccc2OC(F)F)cc1
23 | COCCn1c(SCC(=O)Nc2ccc(C)cc2)nc2c(oc3ccccc32)c1=O
43 | COC(=O)c1cc(Cl)c(NC(=O)/C=C/c2ccc(Cl)cc2Cl)cc1OC
1 | CN(C)S(=O)(=O)c1cccc(NC(=O)CCNC(=O)c2ccccc2Cl)c1
3 | CC1(C)Cc2c(c(-c3ccco3)nc3sc4c(NCCN5CCOCC5)ncnc4c23)CO1
5 | O=C(c1cccc(NS(=O)(=O)c2ccc(F)c(F)c2)c1)N1CCN(C(c2ccccc2)c2ccccc2)CC1
8 | COc1ccc(O)c(/C=N\NC(=O)CCn2nnc3ccccc32)c1
7 | Cc1cccc(NCc2ccccc2OCc2ccccc2F)c1
-2 | O=C(CCNC(=O)c1ccccc1Cl)Nc1cc(C(F)(F)F)ccc1Cl
5 | COc1ccc(/C=N/NC(=O)c2nc(-c3ccccc3)n(-c3ccccc3)n2)cc1
0 | Cc1occc1C(=O)NNC(=O)C(c1ccccc1)c1ccccc1
0 | CCCN(CC1CC1)c1nc(N)c2c(N)nc(OC)cc2c1C#N
0 | Cc1cccc(Oc2ncnc3oc(-c4ccccc4)cc23)c1C
-3 | Cc1ccc(Nc2nc(CSc3nnc(-c4ccccc4C)n3C)cs2)cc1

Entries from the list above that contain a Cl atom (3):
Mac1 fbg enh | Molecule
43 | COC(=O)c1cc(Cl)c(NC(=O)/C=C/c2ccc(Cl)cc2Cl)cc1OC
1 | CN(C)S(=O)(=O)c1cccc(NC(=O)CCNC(=O)c2ccccc2Cl)c1
-2 | O=C(CCNC(=O)c1ccccc1Cl)Nc1cc(C(F)(F)F)ccc1Cl

(next part)
Mac1 fbg enh | Molecule
-6 | O=C(N/N=C/c1ccc(O)cc1)/C(=C/c1ccccc1)CCO
2 | Cc1nnsc1C(=O)N/N=C/c1ccccc1
0 | Cc1c(Nc2nc(-c3ccc(Cl)cc3)cs2)c(=O)n(-c2ccccc2)n1C
90 | CCOC(=O)Cc1csc(/N=C/c2c(O)n(-c3ccc(C)c(C)c3)c(=O)c3ccccc23)n1
-2 | Cc1ccnc2nc(C(=O)OCC(=O)NCCc3ccccc3)nn12
2 | Nc1ccc(Cc2nc3cc4ccccc4cc3[nH]2)cc1
-8 | O=C(CN1C(=O)CC(c2ccco2)Sc2ccccc21)Nc1ccc2c(c1)OCCO2 (configuration not stated)
-5 | CCOc1cc(/C=C(/C#N)C(=O)Nc2ccc(O)cc2)cc(Br)c1O

Random excerpt: 2 compounds from above, in no set order.
Mac1 fbg enh | Molecule
2 | Cc1nnsc1C(=O)N/N=C/c1ccccc1
-5 | CCOc1cc(/C=C(/C#N)C(=O)Nc2ccc(O)cc2)cc(Br)c1O

The main list resumes; the 4 compounds before the break are reprinted first.
Mac1 fbg enh | Molecule
-2 | Cc1ccnc2nc(C(=O)OCC(=O)NCCc3ccccc3)nn12
2 | Nc1ccc(Cc2nc3cc4ccccc4cc3[nH]2)cc1
-8 | O=C(CN1C(=O)CC(c2ccco2)Sc2ccccc21)Nc1ccc2c(c1)OCCO2 (configuration not stated)
-5 | CCOc1cc(/C=C(/C#N)C(=O)Nc2ccc(O)cc2)cc(Br)c1O
47 | Cc1occc1C(=O)N=Nc1c(O)[nH]c2ccc(Br)cc12
3 | N#Cc1cnn(-c2ncnc3sc4c(c23)CCCC4)c1N
2 | Fc1ccc(-c2ccnc3nc(-n4cccc4)nn23)cc1
1 | CC1CCN(C(=O)/C(=C/c2ccccc2Cl)c2ccccc2)CC1
0 | CCOc1ccc(Oc2cc(NC(=O)c3ccco3)cc([N+](=O)[O-])c2)cc1
-6 | O=C(Nc1ccc(Cn2cccn2)cc1)c1ccc(COc2ccccc2Br)cc1
28 | COc1ccc(/C=N/NC(=O)c2ccc(O)cc2)cc1CN1CCCc2ccccc21
-4 | CCOC(=O)c1c(CC(C)C)csc1NC(=O)CCl
-5 | CC(=O)Nc1cccc(-c2csc(Nc3ccc(C)cn3)n2)c1
7 | COc1cccc(Nc2nnc(SCN3C(=O)c4ccccc4C3=O)s2)c1
-2 | CCC(=O)NNc1cccc(Cl)n1
9 | CCOC(=O)C1C(=O)C=C(c2ccc(C)cc2)CC1c1cccc([N+](=O)[O-])c1 (configuration not stated)
12 | O=C(C(=O)N1CC=C(c2ccccc2)CC1)c1c[nH]c2ccccc12
-4 | O=C(NCCOc1ccccc1Cl)c1cc(F)c(F)cc1Cl
-7 | COc1ccccc1Nc1ncnc2nc[nH]c12
-1 | CCc1c(C)sc(NC(=O)Cn2nc(C(F)(F)F)c3c2CCCC3)c1C#N
10 | O=S(=O)(c1ccc(Cl)c(NC(=S)N/N=C/c2c(F)cccc2F)c1)N1CCOCC1
103 | Cc1ccc(NC(=O)CN2C(=O)/C(=C3\SC(=S)N(C4CCS(=O)(=O)C4)C3=O)c3ccccc32)cc1 (configuration not stated)
1 | CC1Cc2ccccc2N1CC(=O)Nc1ccc2c(c1)OCO2 (configuration not stated)
1 | Cc1cc(C)cc(NC(=O)Cn2c(-c3ccccc3Cl)nc3ccccc32)c1
-6 | O=C(CCc1ccc(S(=O)(=O)NC2CCCCC2)cc1)NCc1ccc(Cl)cc1
1 | CC(Nc1cc(N2CCN(C(=O)C(C)(C)C)CC2)ccc1[N+](=O)[O-])c1ccccc1 (configuration not stated)
2 | COc1ccc(/C=N\NC(=O)COc2ccccc2Cl)cc1Cn1nc(C)cc1C
-2 | COc1cc(NC(=O)COC(=O)CNC(=O)c2ccc(C)cc2)c(C)cc1[N+](=O)[O-]
4 | Cc1ccc(NC(=O)/C=C/c2cccc(C(F)(F)F)c2)cc1
0 | CN(C)S(=O)(=O)c1ccc(Cl)c(NC(=O)COC(=O)CCSc2ccccc2)c1
10 | COc1cc(C)c(NC(=S)Nc2cccc(Cl)c2)cc1OC
-2 | CC(=O)c1cccc(NC(=S)NC2CC2)c1
-5 | CCCOc1ccc(C(=O)c2nc3c(n2O)CCCC3)cc1
-1 | COc1ccccc1NC(=O)c1ccc(NC(=O)CSc2ncn[nH]2)cc1
-5 | Clc1ccc(CSc2snnc2-c2ccccc2)c(Cl)c1
0 | COc1ccc(OC)c(C2CC(c3c(-c4ccccc4)c4cc(Cl)ccc4[nH]c3=O)=NN2S(C)(=O)=O)c1 (configuration not stated)
0 | CCC1(C)Cc2c(sc3nnn(CC(=O)Nc4ccccc4)c(=O)c23)CO1 (configuration not stated)
-4 | O=S1(=O)CCN(Cc2ccc(Cl)cc2)CC1
-2 | Cc1ccc(C(=O)c2cc([N+](=O)[O-])ccc2N2CC(C)OC(C)C2)cc1 (configuration not stated)
-4 | COc1ccc(/C=C/C(=O)Nc2ccc(OC)cc2[N+](=O)[O-])cc1
6 | Cc1ccc(C)c(NC(CC(=O)c2ccccc2)C(=O)OCC(=O)c2cccs2)c1 (configuration not stated)
-6 | CCN1CCc2nc(NC(=O)c3ccccc3)sc2C1
-4 | COC(=O)CC1C(=O)NCCN1C(=S)NC(=O)C(c1ccccc1)c1ccccc1 (configuration not stated)
3 | O=C1CCCC/C1=C/Nc1ccc(S(=O)(=O)Nc2ncccn2)cc1
2 | CSc1nc(Oc2ccc(F)cc2F)cc(C(F)(F)F)n1
12 | CCOc1ccc(-c2nnc(-c3ccccc3)n2-c2ccccc2)cc1
5 | CCN(CC(O)CON=C1c2ccccc2-c2ccccc21)S(=O)(=O)c1ccc(C)cc1 (configuration not stated)
6 | O=C(Nc1cc(C(F)(F)F)ccc1-n1cnc2ccccc21)c1ccccc1
3 | CC1(C)CC(=O)c2c(nc(SCC(=O)Nc3nsc(-c4ccccc4)n3)c(C#N)c2-c2ccccc2)C1
0 | CC(=O)Nc1ccc(OC(=O)c2cc3ccccc3oc2=O)cc1
-2 | Cc1ccc(-n2nnnc2Sc2nc([N+](=O)[O-])nn2C)cc1C
10 | Cc1nc(NC(=O)/C=C/c2ccc(Cl)cc2Cl)sc1C(=O)N(C)C
0 | NNC(=O)c1cc2ccccc2cc1O
3 | CCOc1ccc(NC(=O)CCSc2ccc(C)cc2)cc1
-4 | CN(CC(=O)Nc1ccccc1Cl)C(=O)CSc1nc2ccccc2s1
-1 | Cc1ccccc1OCC(=O)Nc1sc2c(c1C#N)CCC2
-4 | CCN(CC(=O)Nc1ccc(NC(C)=O)cc1)C(=O)/C=C/c1cccs1
-5 | CN(C)c1ccc(N=Cc2nc(-c3ccccc3)oc2OC(=O)c2cccc(Cl)c2)cc1
-2 | CN(C)c1nc(SCc2ccccc2Cl)nc2c1CCCC2
0 | Cc1cccc(-n2c(C)nc3sccc3c2=O)c1

The results go on.
Mac1 fbg enh | Molecule
-3 | O=S(=O)(c1ccccc1)N(CC(O)Cn1c2ccccc2c2ccccc21)c1ccccc1 (configuration not stated)
-2 | CCOC(=O)Cn1ccc(O)c(Cc2ccc(Cl)cc2Cl)c1=O
-1 | Cn1c(=O)c2c(ncn2CC(=O)N/N=C/C=C/c2ccccc2)n(C)c1=O
-5 | O=C1C2C3c4ccccc4C(c4ccccc43)C2C(=O)N1Cc1cccnc1 (configuration not stated)
-4 | CC(=O)NC12CC3CC(CC(CC(=O)O)(C3)C1)C2
3 | CCOC(=O)Cc1c(Sc2ccccc2)c2cc(C)ccc2n1C
1 | Cc1ccc2nc(N(CCCN(C)C)C(=O)c3ccc4c(c3)CCCC4)sc2c1
-1 | Cc1cccc(Oc2ccccc2N)c1
-5 | O=S(=O)(Nc1ccc(O)c(Sc2nc3ccccc3s2)c1)c1cccc2ccccc12
2 | Cc1nn(Cc2c(Cl)cccc2Cl)c(C)c1NC(=O)c1sc2ccccc2c1Cl
12 | Cc1sc2ncnc(Sc3nc4ccccc4s3)c2c1C
7 | CN(CC(=O)NCCc1ccccc1)S(=O)(=O)c1ccc(Br)cc1
-4 | N/C(Cc1ccc(Cl)cc1Cl)=N\OC(=O)c1cccs1
7 | Cn1cnnc1SCC(=O)Nc1ccc(S(=O)(=O)N2CCCC2)cc1
0 | O=C(N/N=C/c1ccc2c(c1)OCO2)c1ccc(Br)o1
-1 | COc1ccc([N+](=O)[O-])cc1NC(=O)CSCc1ccccc1C
20 | COc1cc(CNCc2ccccn2)ccc1OCc1ccc(Cl)cc1Cl
2 | COc1ccc(CCNC(=O)CC2SC(=NCCC(C)C)NC2=O)cc1OC (configuration not stated)
2 | O=[N+]([O-])c1cccc(Cl)c1NCCNS(=O)(=O)c1ccccc1
4 | COc1ccccc1C(=O)N/C(=C\c1ccc(Br)cc1)C(=O)NCCO
2 | COC(=O)C(CC(=O)c1ccc(Cl)cc1)c1ccc(C(C)C)cc1 (configuration not stated)
0 | Cc1cnc(NC(=O)CSc2ccccc2)s1
1 | O=C(C[n+]1cc(-c2ccccc2)n2c1CCC2)OCc1ccccc1
-1 | C=C(C)CSc1nnc(-c2ccc(OC)cc2)n1N
2 | Cc1cc(NC(=O)/C(C#N)=C/c2ccco2)n(-c2ccccc2)n1
-1 | CCC(=O)NC1=C(NC(C)c2ccccc2)C(=O)c2ccccc2C1=O (configuration not stated)
3 | Cc1cc(/C=C(\C#N)C(N)=O)c(C)n1-c1ccc(N2CCOCC2)c([N+](=O)[O-])c1
-2 | COc1ccc(/C=N/NC(N)=S)cc1OC(=O)c1ccccc1
4 | CCn1c(=O)c(C(=O)NNS(=O)(=O)c2ccc(C)cc2)c(O)c2ccccc21
48 | N#Cc1ccccc1Cn1c(=O)n(Cc2ccc(C(=O)NCc3ccco3)cc2)c(=O)c2sccc21
-4 | CC(C)NC(=O)c1ccccc1NC(=O)/C=C/c1ccc([N+](=O)[O-])cc1
-1 | CC(=O)c1c(C)[nH]c(C(=O)OCC(=O)Nc2cc(Cl)ccc2[N+](=O)[O-])c1C
-2 | O=C(Nc1ccc2ccccc2c1)c1onc2c1CCCC2
7 | CN1C(=O)NC(c2ccccc2)C2=C1CN(c1ccc3ccccc3c1)C2=O (configuration not stated)
4 | COc1ccc(CN(C)CC(=O)Nc2ccc(N3CCOCC3)cc2)cc1OC
-2 | O=C(c1cccc(F)c1)N1CCN(C2CCCCC2)CC1
-6 | COc1ccc(C=O)cc1COc1c(F)c(F)cc(F)c1F
-1 | CCn1nc(C(=O)Nc2cccc(C(F)(F)F)c2)c(Cl)c1Cl
0 | O=C(NCCN1CCOCC1)C1CCN(c2ncnc3c2sc2cccc(F)c23)CC1
-1 | COc1cc(NC(=S)NCc2ccco2)cc(OC)c1OC
-5 | CCOc1ccc(NC(=O)c2ccccc2OCC(=O)c2ccccc2)cc1
3 | CCOc1ccc(C(CC(=O)O)NC(=O)c2sc3ccccc3c2Cl)cc1 (configuration not stated)
1 | COc1ccc(C2=NN(C(=O)c3cccnc3)C(c3ccccc3)C2)cc1 (configuration not stated)
2 | CN1CCN(C(=O)C23CC4CC(CC(C4)C2)C3)CC1
-2 | COc1cc(/C=N/NC(=O)c2nc(-c3ccccc3)n(-c3ccccc3)n2)ccc1O
-2 | COc1cccc(-c2nc(CS(=O)(=O)c3ccccc3)no2)c1

These rows are one share of the data; the hit share may differ from the screen's.
